Bioassay records: PubChem, National Center for Advancing Translational Sciences (NCATS)
PI4K2A block – PI4K2A (human) kinase inhibition | purified PI4K2A, ADP-Glo luminescence, 1 h; active compounds read low | actives 0.13% (n = 420,000) | Q9BTU6 | activity change, negative = inhibition, % at 76.9 µM; in the data active = activity change below about -50%; inconclusive = mostly about -30% to -49%;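 also: -100% = wells without enzyme as full effect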
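In this quantitative HTS, ADP production by PI4K2A was quantified luminescently after 1 h at ambient temperature; 100 microM adenosine served as plate-quality control.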
D2 antagonist – antagonists of human D2 dopamine receptor; P14416; HEK293 TREx D2 cells, calcium flux, dopamine EC80; inhibition, % at 10 µM; actives 2% (n = 340,000); in the data active = inhibition above about 30%; also: 0% is about no effect
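HEK293 T-REx D2 cells, tet-induced, calcium dye no-wash. Cpd pintool add, 180 s kinetic, then EC80 DA, 180 s kinetic. Ca flux read.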
TrxR1 substrate – rat thioredoxin reductase 1 substrate activity | O89049 | purified TrxR1 substrate turnover, NADPH consumption readout | Potency, µM (highest dose often 114 µM), inactives show top-dose activity change, negative = substrate turnover | actives 0.01% (n = 390,000) | AID 588456; also: potency is read from the fitted curve at half-maximal effect; % is scaled to controls: 0 for no effect and ±100 for the full control effect; nearly all actives have a fitted effect of over 50% in size
Target sequence (O89049 whole entry, looked up): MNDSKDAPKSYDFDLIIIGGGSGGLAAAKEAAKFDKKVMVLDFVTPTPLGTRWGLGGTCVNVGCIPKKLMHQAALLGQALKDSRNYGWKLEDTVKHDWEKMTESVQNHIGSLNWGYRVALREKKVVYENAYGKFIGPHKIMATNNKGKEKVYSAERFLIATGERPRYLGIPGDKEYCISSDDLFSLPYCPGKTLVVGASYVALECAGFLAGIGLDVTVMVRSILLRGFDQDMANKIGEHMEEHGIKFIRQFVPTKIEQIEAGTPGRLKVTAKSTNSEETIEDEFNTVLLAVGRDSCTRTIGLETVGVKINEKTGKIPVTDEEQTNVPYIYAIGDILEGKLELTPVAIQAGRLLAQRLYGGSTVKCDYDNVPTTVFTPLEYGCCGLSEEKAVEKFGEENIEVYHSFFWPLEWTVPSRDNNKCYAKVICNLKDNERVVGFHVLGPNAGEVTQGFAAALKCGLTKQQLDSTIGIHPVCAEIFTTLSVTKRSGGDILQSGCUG
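Rat TrxR1, dispensed at 90 nM, was prereduced with 400 uM NADPH (final) for 5 min at ~22 deg C, then incubated with compound 15 min before 400 uM selenite. A first-read NADPH fluorescence drop versus no-compound background flagged substrates.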
USP1 inh – USP1/UAF1 (human) deubiquitinase inhibition; Potency, µM (series often up to 57.1 µM), without a hit: top-dose activity change, negative = inhibition, most hits filed as inhibitors; actives 0.23% (n = 390,000); recombinant USP1/UAF1, Ub-Rhodamine cleavage fluorescence; O94782; also: potency is read from the fitted curve at half-maximal effect; % is scaled to controls: 0 for no effect and ±100 for the full control effect; nearly all actives have a fitted effect of over 60% in size; inactives centre near -12
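1 nM enzyme complex + cpd, 15 min RT; start with Ub-Rho 150nM final; kinetic fluorescence ex 480/em 540, 6 reads q60 s. Buffer 50mM HEPES pH 7.8, 0.5mM EDTA, 0.1 mg/ml BSA, 1mM TCEP, 0.01% Tween-20.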
TRHR agonist – TRH receptor (human) agonism | P34981 | TRHR cells, calcium flux fluo-8, FDSS agonist mode | activation, % at 2 µM | actives 0.18% (n = 360,000) | AID 493084; in the data active = activation above about 30%; also: 0% is about no effect
Target sequence (P34981 whole entry, looked up): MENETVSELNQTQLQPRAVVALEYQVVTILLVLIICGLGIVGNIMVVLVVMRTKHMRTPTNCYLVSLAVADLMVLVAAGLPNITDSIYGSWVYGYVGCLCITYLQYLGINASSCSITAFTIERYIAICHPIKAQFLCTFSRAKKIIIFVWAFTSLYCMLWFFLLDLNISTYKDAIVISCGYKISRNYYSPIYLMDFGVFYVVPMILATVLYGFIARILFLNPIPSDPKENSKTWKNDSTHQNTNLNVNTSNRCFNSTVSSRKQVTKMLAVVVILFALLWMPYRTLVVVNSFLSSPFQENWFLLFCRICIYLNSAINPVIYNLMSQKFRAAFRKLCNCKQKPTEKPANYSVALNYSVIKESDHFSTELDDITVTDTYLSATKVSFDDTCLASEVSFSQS
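TRHR-expressing cells, plated overnight in medium with 10% serum, were loaded with fluo-8 calcium dye at room temperature. After a 10 s baseline, library compound was pin-added and calcium release was recorded kinetically (ex 480/em 530) as agonist response.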
TrxR1 inh – blocks rat thioredoxin reductase 1; O89049; recombinant rTrxR1, NADPH fluorescence consumption, selenite substrate; actives 1% (n = 390,000); Potency, µM (top dose mostly 114 µM), for the others: top-dose activity change, negative = inhibition, hits mostly inhibitors; also: potency is read from the fitted curve at half-maximal effect; % is scaled to controls: 0 for no effect and ±100 for the full control effect; nearly all actives have a fitted effect of over 65% in size
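Rat TrxR1 (90 nM in the dispensed reagent) was pre-reduced with 400 uM NADPH for 5 min at room temperature, then incubated with compound for 15 min. After 400 uM selenite was added, NADPH fluorescence (Ex 340/Em 450 nm) was followed for 8 min.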
TRHR enhancer – allosterically enhances the human TRH receptor | actives 0.66% (n = 360,000) | TRHR cells, fluo-8 calcium fluorescence, EC20 TRH enhancement | enhancement, % at 2 µM | P34981; in the data active = enhancement above about 30%; also: 0% is about no effect
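TRHR-expressing cells loaded with fluo-8 calcium dye were read kinetically (ex 480/em 530) during compound addition, then stimulated with an EC20 of TRH (10 nM final). Enhancement of the Gq-mediated intracellular calcium response was scored.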
D2 ag – D2 dopamine receptor (human) agonism. P14416. HEK293 T-REx D2 cells, calcium flux agonist mode. activation, % at 2 µM. actives 0.53% (n = 340,000);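 active = activation over 3 SD above normal in the single-dose calcium agonist read, cut at about 30% in these data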; also: 0% is about no effect
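Tetracycline-induced HEK293 T-REx cells with force-coupled D2 receptor, plated overnight at 30 C, loaded with no-wash calcium dye. After a 10 s baseline, compound was pin-added and calcium flux read kinetically for 180 s; calcium rises flagged agonists.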
mIDH1 inhibitor – blocks human mutant IDH1 R132H enzyme. Potency, µM (doses to about 76.6 µM), inactives show top-dose activity change, negative = inhibition, usual class: inhibitors. O75874. IDH1-R132H enzyme, NADPH consumption, diaphorase/resazurin fluorescence. AID 602179. actives 0.093% (n = 390,000); also: potency is read from the fitted curve at half-maximal effect; % is scaled to controls: 0 for no effect and ±100 for the full control effect; nearly all actives have a fitted effect of over 65% in size
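IDH1-R132H (0.5 ug/mL dispensed) in pH 7.5 Tris buffer was preincubated 30 min with compound, then given a substrate mix of 0.016 mM NADPH and 2 mM alpha-KG for 80 min at room temperature; remaining NADPH was read by diaphorase/resazurin fluorescence.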
Active calls of the source: *; u = inconclusive; x = no result given; & = joins results of further samples; [ ] = remark or other dose. Unless noted, calls follow the shape of the dose curve; as a rule, active = well fitted inhibition curve with a large enough effect; inconclusive = small, poorly fitted or top-dose-only effect; inactive = no such curve, though single readings can be large or run the other way.

SMILES	PI4K2A block	D2 antagonist	TrxR1 substrate	USP1 inh	TRHR agonist	TrxR1 inh	TRHR enhancer	D2 ag	mIDH1 inhibitor
CO/N=C(/CS(=O)Cc1ccccc1Cl)c1ccc(Cl)cc1Cl (configuration not stated)	-1	-17	-6%	-18%	0.4	13%	-5	-0.2	0%
Cc1ccc(N2CC(C(=O)Nc3ccc(Br)cc3)CC2=O)cc1 (configuration not stated)	-1	x	0%[57.1 µM]	-6%	1.2	19%[57.1 µM]	-6	0.1	4%
O=C1CN(C(=O)COC(=O)c2ccccc2NCc2ccco2)c2ccccc2N1	-3	10	132%[activator]	-14%	-0.2	40%[activator][57.1 µM]	-6	-1.2	-8%
COc1ccc(NC(=O)NNC(=O)COc2ccc3cc(Br)ccc3c2)c(OC)c1	-7	-3	0%	-19%	-0.2	16%	-7	0.6	-1%
Cc1cc([N+](=O)[O-])ccc1NC(=O)C(C)N1CCN(c2ccccn2)CC1 (configuration not stated)	-6	-5	9%[57.1 µM]	-17%	-0.3	8%[57.1 µM]	-17	0.5	9%
O=C(Nc1ccccc1C(=O)N1CCOCC1)c1ccc(F)cc1	1	5	-1%	-5%	-0.3	3%	-2	0.2	12%
Cc1ccc2oc(=O)n(CCCOc3ccc(Cl)cc3)c2c1	-6	x	-10%	-5%	3.8	-9%	1	2.7	24%
O=C(Nc1ccccc1)N1CCCN(Cc2ccccc2F)C1	0	-5	6%	-17%	-0.2	12%	3	-0.5	0%
S=C(Nc1ccc2nccnc2c1)N1CCOCC1	1	-11	5%[57.1 µM]	2%	0.4	5%[57.1 µM]	-2	0.8	-6%
COc1ccccc1C(=O)NC1CCN(C(=S)NCCc2ccccc2)CC1	6	6	3%[57.1 µM]	-2%	-0.8	5%[57.1 µM]	3	-0.9	-1%
CC(C)c1cccc(C2=CC(=O)C[C@H](c3ccc4c(c3)OCO4)C2)c1	1	-11	12%[57.1 µM]	u	0.8	31%[57.1 µM]	1	-0.6	0%
Cc1ccccc1NC(=O)CCN1CCN(C/C=C/c2ccccc2)CC1	-7	-9	-2%	-4%	-0.9	-17%	-5	0.3	3%
CNS(=O)(=O)c1ccc2c(c1)NC(=O)C1CCCN21 (configuration not stated)	-1	-2	-5%	-13%	1.5	u	3	1.7	4%
O=C(COC(=O)CC1CCCC1)Nc1ccc(OC(F)F)cc1	1	1	0%	-25%	0.4	20%	-2	-2.1	-2%
COc1ccc(OC)c(/C=N/NC(=O)CNC(=O)c2cccc3ccccc23)c1	2	x	203%[activator]	-24%	-0.4	192%[activator]	3	x	31%[activator]
Cc1nc2ccc(NC(=O)CCC3CCCC3)cc2s1	5	-15	6%	u	-0.2	14%	3	1.7	0%
CCN1CCN(Cc2ccc(OCc3ccccc3)cc2)CC1	-7	-13	4%	-3%	0.0	17%	5	-1.8	13%
CC1(C)NC(=O)N(CC(=O)N2CCN(c3ccc([N+](=O)[O-])cc3)CC2)C1=O	2	18	-10%	-5%	-0.3	-14%	4	0.9	4%
CCOC(=O)C1=C(C)NC(=O)CC1c1cc2c(cc1[N+](=O)[O-])OCO2 (configuration not stated)	0	8	2%[57.1 µM]	-24%	-0.3	6%[57.1 µM]	8	-0.9	-3%
COc1ccc(CC(=O)Nc2ccc(S(=O)(=O)Nc3onc(C)c3C)cc2)cc1OC	-9	-14	-4%	-4%	-0.6	-7%	13	-1.1	-19%
CC(=O)c1cccc(NC(=O)c2c(N3CCCC3=O)c3cc(F)ccc3n2C)c1	-1	x	1%	-28%	0.0	12%	0	0.4	-7%
C[C@]12CS(=O)(=O)C[C@H]1SC(=S)N2c1ccccc1	-2	-3	16%[57.1 µM]	-6%	0.2	11%[57.1 µM]	7	-1.4	4%
CCOc1ccc(C2CC(c3cccc(Cl)c3)n3nc(N)nc3N2)cc1 (configuration not stated)	2	x	9%	-23%	0.5	32%	1	x	-4%
CC(=O)N/C(=N/c1nc(C)cc(C)n1)Nc1ccc(C)cc1C	7	12	14%[57.1 µM]	-18%	-0.4	11%[57.1 µM]	-8	0.1	4%
COc1ccc(-c2csc3nc(C(C)C)oc(=O)c23)cc1OC	-3	-3	5%[57.1 µM]	-16%	-0.4	10%[57.1 µM]	8	-0.1	1%

A second format for 4 compounds above.
> CCN1CCN(Cc2ccc(OCc3ccccc3)cc2)CC1
  PI4K2A block = -7
  D2 antagonist = -13
  TrxR1 substrate = 4%
  USP1 inh = -3%
  TRHR agonist = 0.0
  TrxR1 inh = 17%
  TRHR enhancer = 5
  D2 ag = -1.8
  mIDH1 inhibitor = 13%

> CC1(C)NC(=O)N(CC(=O)N2CCN(c3ccc([N+](=O)[O-])cc3)CC2)C1=O
  PI4K2A block = 2
  D2 antagonist = 18
  TrxR1 substrate = -10%
  USP1 inh = -5%
  TRHR agonist = -0.3
  TrxR1 inh = -14%
  TRHR enhancer = 4
  D2 ag = 0.9
  mIDH1 inhibitor = 4%

> CC(=O)c1cccc(NC(=O)c2c(N3CCCC3=O)c3cc(F)ccc3n2C)c1
  PI4K2A block = -1
  D2 antagonist = x
  TrxR1 substrate = 1%
  USP1 inh = -28%
  TRHR agonist = 0.0
  TrxR1 inh = 12%
  TRHR enhancer = 0
  D2 ag = 0.4
  mIDH1 inhibitor = -7%

> Cc1ccc2oc(=O)n(CCCOc3ccc(Cl)cc3)c2c1
  PI4K2A block = -6
  D2 antagonist = x
  TrxR1 substrate = -10%
  USP1 inh = -5%
  TRHR agonist = 3.8
  TrxR1 inh = -9%
  TRHR enhancer = 1
  D2 ag = 2.7
  mIDH1 inhibitor = 24%

(more compounds)
SMILES	PI4K2A block	D2 antagonist	TrxR1 substrate	USP1 inh	TRHR agonist	TrxR1 inh	TRHR enhancer	D2 ag	mIDH1 inhibitor
COc1ccc(CCN(C)C(=O)CSc2nccn2C)cc1OC	-2	6	12%	-8%	-0.1	27%	-1	-1.6	10%
CC(C)OP(=O)(OC(C)C)C1(O)C(=O)Nc2ccc(Br)cc21 (configuration not stated)	4	13	-1%	3%	0.1	40µM*	3	0.4	10%
Cn1c(=O)oc2cc(S(=O)(=O)N3CCC(C(=O)NCCc4ccccc4)CC3)ccc21	-1	7	-1%	-14%	0.5	14%	-9	0.3	-5%
O=C(CC1C(=O)NCCN1C(=O)Nc1ccccc1)Nc1ccc2c(c1)OCCO2 (configuration not stated)	0	-15	0%	-3%	-0.5	4%	7	0.3	-5%
S=C(NCc1ccc2c(c1)OCO2)NCc1ccc2c(c1)OCO2	1	-20	-19%[57.1 µM]	-9%	-0.1	7%	-5	-0.1	3%
COc1ccc(CC(=O)Nc2ccc(S(=O)(=O)N3CCCC3)cc2)cc1OC	-7	x	-5%	-5%	x	0%	x	x	11%
COc1ccc(C(CNC(=O)c2cccc(S(=O)(=O)Nc3ccccc3OC)c2)N2CCOCC2)cc1 (configuration not stated)	-2	2	-4%	-4%	-0.4	-2%	2	0.2	0%
COc1ccc(S(=O)(=O)N2CCC(C(=O)Nc3ccc(Oc4ccccc4)cc3)CC2)cc1	0	x	3%	u	0.5	12%	1	-1.3	1%
O=C(COC(=O)c1ccc(O)cc1O)NC1CCS(=O)(=O)C1 (configuration not stated)	2	5	-3%	-17%	0.2	5%	5	0.9	-1%
CN1CCN(/N=C/c2ccc(N(c3ccccc3)c3ccccc3)cc2)CC1	-1	5	5%[57.1 µM]	-6%	0.0	17%[57.1 µM]	15	2.3	-6%
CC(=O)O[C@H]1CC[C@H]2[C@@H]3CCc4cc(O)ccc4[C@H]3CC[C@]12C	-3	29	-2%	-17%	-0.1	15%	-7	1.4	-3%
CCN(CC)c1cc2c(cc1F)c(=O)c(S(=O)(=O)c1cc(C)ccc1C)cn2Cc1ccccc1	2	x	29%	-11%	-0.4	17%	8	-0.1	-7%
COc1ccc2c(c1)c(C(=O)CN1CCCCC1)c(C)n2C	0	x	2%[57.1 µM]	-14%	x	9%[57.1 µM]	x	x	5%
Cc1[nH]c2ccccc2c1C(=O)CN1CCN(c2ccc(Cl)cc2)CC1	1	x	-3%	-15%	0.1	2%	6	x	-6%
Cc1ccccc1N(CC(=O)NCCc1ccccc1)C(=O)c1csnn1	-9	19	1%	-8%	-0.4	18%	4	0.0	-11%
Oc1oc(-c2ccccc2)nc1C=Nc1cccc2ccccc12	-1	-11	12%	u	1.9	-5%	-3	1.4	2%
CCOC(=O)[C@H]1[C@H]2COc3ccc(OC)cc3[C@@H]2N2C(=O)CN(Cc3ccc(C)cc3)C(=O)[C@@]12C	2	4	9%[57.1 µM]	u	-0.2	18%[57.1 µM]	5	-0.2	0%
CCOC(=O)c1ccc(NC(=O)NS(=O)(=O)c2ccc(C)cc2)cc1	2	-2	11%[57.1 µM]	-26%	-0.3	15%[57.1 µM]	-6	0.4	2%
CCC(CC)c1nnc(NC(=O)c2ccc(S(=O)(=O)N3CCc4ccccc4C3)cc2)s1	0	6	-6%	-3%	1.8	-8%	15	0.7	-1%
COc1ccc(CNC(=O)CSc2nnc3c(Cl)cc(C(F)(F)F)cn23)cc1OC	1	-3	-9%	0%	0.3	-11%	7	0.0	3%
CC(C)(C)c1ccc(/C=N/OCC(=O)NCc2ccc(F)cc2)cc1	-10	2	-2%[57.1 µM]	-9%	0.6	7%[57.1 µM]	-1	0.8	8%
CC1CCCCC12NC(=O)N(CC(=O)OCc1ccc(Br)cc1)C2=O (configuration not stated)	-2	-6	-8%	-9%	-0.8	19%	2	-0.2	3%
CCS(=O)(=O)c1nc(S(=O)(=O)c2ccc(C)cc2)c(NCc2ccccc2Cl)s1	0	x	-2%	-2%	2.0	9%	4	0.7	1%
CC(C)OC(=O)c1ccc(COC(=O)c2cccc(-c3nnc(-c4ccccc4)o3)c2)cc1	1	3	-8%	-1%	0.4	-6%	4	0.8	5%
O=S(=O)(c1cccs1)N1CCN(c2ccc(Cl)cc2)CC1	3&3	-22	-5%&0%	-23%&-6%	1.1&0.4	8%&38%	6&-1	0.9	2%&-14%
CC(=O)Nc1sc(N/N=C/c2ccccc2)nc1-c1ccc(C)cc1	2	-6	3%[57.1 µM]	7%	-0.6	-6%[57.1 µM]	-2	-0.7	-5%
